Bioassay records: PubChem BioAssay, National Center for Advancing Translational Sciences (NCATS)
Rab9 prom act = qHTS Assay for Rab9 Promoter Activators; Huh7 Rab9 promoter-luciferase reporter, luminescence, 24 h; Potency, µM (doses to about 9.22 µM), for inactives: top-dose activation, negative = inhibition, hits mostly activators; actives 2.8% (n = 320,000); AID 485297, 2010; also: % of control where 0% means no effect; nearly all actives have a fitted effect of over 60% in size
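Luminescence from Amplite-detected luciferase (10 minutes, ambient) reports Rab9 promoter activation. Before that, stable Rab9-luciferase Huh7 cells (1500/well, reduced-serum OP-MEM I plus 10% FBS) were exposed to compound for 24 hours at 37C.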
p53 reactivation = qHTS assay for re-activators of p53 using a Luc reporter | H1299 p53-A138V BP100-luciferase reporter, luminescence, 24 h | Potency, µM (top dose mostly 92.2 µM), for inactives: top-dose activity change, positive = activation, actives largely listed as activators | actives 0.063% (n = 320,000) | AID 504706, 2011; also: % of control where 0% means no effect; nearly all actives have a fitted effect of over 45% in size
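p53-null H1299 cells stably carrying temperature-sensitive p53-A138V and a BP100-luciferase reporter were pinned with compounds (4-point, 1:5 series) and held 24 hrs at 37 deg C. Luminescence was read 10 min after detection reagent.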
FLuc modulator = qHTS profiling assay for firefly luciferase inhibitor/activator using purifed enzyme and Km concentrations of substrates (counterscreen for miR-21 project); Potency, µM (titrated, usually from 57.5 µM), for the others: at the highest dose activity change, negative = inhibition, usual class: inhibitors; actives 6.9% (n = 360,000); Luciferin 4-monooxygenase (Photinus pyralis), P08659; purified FLuc, Km substrates, luminescence inhibition;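 also: plate controls were vehicle for no effect and reference inhibitor for full effect; nearly all actives have a fitted effect of over 55% in size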
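Biochemical qHTS of compounds, final roughly 60 µM downward over six points, against 10 nM purified firefly luciferase using Km concentrations of substrates (10 uM D-luciferin, 10 uM ATP) in Tris acetate pH 7.5 buffer; luminescence output.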
ELG1 genotoxic = qHTS screen for small molecules that induce genotoxicity in human embryonic kidney (HEK293T) cells expressing luciferase-tagged ELG1 | actives 1.3% (n = 330,000) | HEK293T ELG1-luciferase reporter, luminescence, 16 h | AID 504466, 2011 | Potency, µM (titrated, usually from 46 µM), for inactives: top-dose activity change, positive = activation, hits mostly activators; also: % of control where 0% means no effect; nearly all actives have a fitted effect of over 60% in size
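Screening used a luciferase reporter fused to human ELG1 in HEK293T cells. Luminescence was read on a CCD plate imager after 16 hr exposure and 30 min ONE-Glo incubation.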
NPC1 prom act = qHTS Assay for NPC1 Promoter Activators. Huh7 NPC1 promoter luciferase reporter, 24 h. Potency, µM (top dose mostly 9.22 µM), inactives show at the top dose activation, usual class: activators. actives 2.4% (n = 320,000). AID 485313, 2010;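 also: % of control where 0% means no effect; nearly all actives have a fitted effect of over 60% in size; reporter is driven by a mutant NPC1 promoter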
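Huh7 reporter cells (NPC1 promoter driving luciferase) are dosed with compound for 24 h at 37 °C, 5% CO2; luciferase detection reagent is then added and luminescence measured after 10 min at ambient temperature.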
uPA surface inh = qHTS for Inhibitors of Cell Surface uPA Generation; cell surface uPA generation assay, qHTS; Potency, µM (series often up to 38.3 µM), for the others: at the highest dose activity change, negative = inhibition, hits mostly inhibitors; actives 0.31% (n = 330,000); AID 540303, 2011; active = well fitted inhibition curve with a large enough effect; inconclusive = small, poorly fitted or top-dose-only effect; inactive = no such curve, though single readings can be large or run the other way; tested in mouse RAW 264.7 cells; also: % is scaled to controls: 0 for no effect and ±100 for the full control effect; nearly all actives have a fitted effect of over 55% in size
BRCA1 expr act = qHTS Assay to Identify Small Molecule Activators of BRCA1 Expression. MCF7-BRCA1-FFLuc reporter, luminescence, 48 h; response scale: scaled: vehicle 0%, 10 µM genistein 100%. Potency, µM (highest dose often 46.1 µM), inactives show at the top dose activation, actives largely listed as activators. AID 624202, 2012. actives 1.1% (n = 380,000); also: nearly all actives have a fitted effect of over 80% in size; some results filed as inactive show a strong effect at the top dose
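Using MCF7 cells harboring a BRCA1 firefly luciferase reporter, plated 2 h before compound pinning, the screen measured luminescence after 48 h incubation. Responses were normalized to DMSO and 10 microM genistein, then fitted for concentration-effect.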
CXXC DNA block = qHTS Fluorescence Polarization Assay for Inhibitors of MLL CXXC domain - DNA interaction; Histone-lysine N-methyltransferase 2A (Homo sapiens), Q03164; MLL-CXXC / FITC-HOXA9 DNA fluorescence polarization; Potency, µM (top dose mostly 115 µM), for the others: top-dose activity change, negative = inhibition, usual class: inhibitors; actives 0.037% (n = 290,000); active = well fitted inhibition curve with a large enough effect in the polarisation, with a control signal flat, not every such curve was filed as active; inconclusive = small, poorly fitted or top-dose-only effect, or effect the other way, or a change in a side signal; inactive = no such curve, though single readings can be large or run the other way; the % refers to the polarisation
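Fluorescence polarization: 7 uM MLL-CXXC (stock) preincubated 5 min with compounds, then 50 nM fluorescein-HOX-A9 DNA (stock) added; 30 min ambient. Buffer 50 mM Tris-HCl pH 7.5, 50 mM NaCl, 1 mM DTT, 0.05% BSA.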
MBNL1-CUG inh = qHTS Assay for Inhibitors of MBNL1-poly(CUG) RNA binding | Muscleblind-like protein 1 (Homo sapiens), Q9NR56 | Potency, µM (top dose mostly 57.5 µM), inactives show at the highest dose activity change, negative = inhibition, usual class: inhibitors | TR-FRET MBNL1-His/biotin-(CUG)12 binding, 665/545 ratio | AID 2675, 2010 | actives 0.036% (n = 280,000); active = well fitted inhibition curve with a large enough effect in the signal ratio, with a control signal flat, not every such curve was filed as active; inconclusive = small, poorly fitted or top-dose-only effect, or effect the other way, or a change in a side signal; inactive = no such curve, though single readings can be large or run the other way; the % refers to the signal ratio; also: % is scaled to controls: 0 for no effect and ±100 for the full control effect
Target sequence (Q9NR56 whole entry, looked up): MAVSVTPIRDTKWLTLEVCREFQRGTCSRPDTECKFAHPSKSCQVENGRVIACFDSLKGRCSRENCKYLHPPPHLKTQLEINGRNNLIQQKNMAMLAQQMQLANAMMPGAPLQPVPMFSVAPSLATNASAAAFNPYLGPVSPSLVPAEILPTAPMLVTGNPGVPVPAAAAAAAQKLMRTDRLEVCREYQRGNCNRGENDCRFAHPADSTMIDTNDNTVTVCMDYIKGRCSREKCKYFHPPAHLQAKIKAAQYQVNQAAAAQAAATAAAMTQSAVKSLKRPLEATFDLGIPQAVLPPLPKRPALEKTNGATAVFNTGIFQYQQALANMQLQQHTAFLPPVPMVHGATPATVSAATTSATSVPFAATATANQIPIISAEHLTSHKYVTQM
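MBNL1-His + Biotin-(CUG)12, cpd titration 92 nM–58 uM; Tb anti-His Ab 0.055 ng/ul, SA-XL665 5 nM (final); 60 min RT; ratiometric 665/545 nm, Ex 340 nm; normalized to buffer and full-complex controls.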
VP16 counter = VP16 counterscreen qHTS for inhibitors of ROR gamma transcriptional activity | Drosophila S2 Gal4-VP16 UAS-luciferase, luminescence, 20 h | Potency, µM (series often up to 53.6 µM), inactives show at the top dose activity, negative = inhibition, hits mostly inhibitors | actives 3.5% (n = 310,000) | AID 2546, 2010;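 also: Gal4-VP16 expression switched on by copper sulfate through the metallothionein promoter; % is scaled to controls: 0 for no effect and ±100 for the full control effect; nearly all actives have a fitted effect of over 50% in size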
RORg inh = qHTS for inhibitors of ROR gamma transcriptional activity; AID 2551, 2010; Drosophila S2 Gal4-RORgamma UAS-luciferase reporter, 20 h; Nuclear receptor ROR-gamma (Mus musculus), P51450; actives 5.4% (n = 310,000); Potency, µM (titrated, usually from 53.6 µM), for the others: top-dose activity change, negative = inhibition, most hits filed as inhibitors; also: % is scaled to controls: 0 for no effect and ±100 for the full control effect; nearly all actives have a fitted effect of over 60% in size
Target sequence (P51450 whole entry, looked up, the tested form may be a part): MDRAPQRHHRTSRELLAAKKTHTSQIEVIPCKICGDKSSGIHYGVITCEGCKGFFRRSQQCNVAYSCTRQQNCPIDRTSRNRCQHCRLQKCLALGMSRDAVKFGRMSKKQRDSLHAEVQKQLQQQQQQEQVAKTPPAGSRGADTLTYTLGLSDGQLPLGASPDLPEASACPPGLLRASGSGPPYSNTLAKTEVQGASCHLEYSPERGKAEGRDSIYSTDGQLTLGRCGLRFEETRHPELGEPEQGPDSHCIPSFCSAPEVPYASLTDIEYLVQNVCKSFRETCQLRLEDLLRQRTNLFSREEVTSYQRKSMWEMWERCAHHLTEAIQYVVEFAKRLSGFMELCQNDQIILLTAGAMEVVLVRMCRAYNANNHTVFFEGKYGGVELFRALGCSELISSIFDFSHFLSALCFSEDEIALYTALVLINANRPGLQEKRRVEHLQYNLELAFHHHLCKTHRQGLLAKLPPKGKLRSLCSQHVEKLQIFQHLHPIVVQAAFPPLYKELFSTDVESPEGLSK
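Compounds are pin-transferred onto Drosophila Schneider cells expressing a copper-inducible Gal4–ROR gamma transactivation domain fusion. After 1 hr, copper sulfate is added to 700 uM final; luciferase is read 20 hr later.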
Numbers without * were called inactive; ? = inconclusive; . = no result given; & = joins results of further samples; [ ] = dose if it differs, or a comment. Unless noted, calls follow the shape of the dose curve; as a rule, active = well fitted curve in the direction sought with a large enough effect; inconclusive = small, poorly fitted or top-dose-only effect, or another doubt; inactive = no such curve, though single readings can be large; an effect the other way counts as inactive or inconclusive. Potency is read from the fitted curve at half-maximal effect. Only part of the results is shown. The share of hits here may be higher or lower than overall.

The opening five compounds (preview)
SMILES	Rab9 prom act	p53 reactivation	FLuc modulator	ELG1 genotoxic	NPC1 prom act	uPA surface inh	BRCA1 expr act	CXXC DNA block	MBNL1-CUG inh	VP16 counter	RORg inh
COCCn1nnnc1CN1CCC(Cc2ccccc2)CC1	-1%	4%	11%	0%	-4%	6%	-14%	0%	-3%	-1%	13%
Cn1ccc2cc(-c3csc(N4CCC(C(N)=O)CC4)n3)ccc21	1.3µM*	0%	12µM*	3%	2.8µM*	0%	0%	.	.	.	.
Cc1ccc(C(=O)C(OC(=O)COc2ccccc2C)c2ccccc2)cc1 (configuration not stated)	-3%	-4%	0%	-2%	-4%	1%	19%	-5%	-7%	5%	8%
C[C@H](NC(=O)/C(C#N)=C/c1ccc(O)c(O)c1)c1ccccc1	-29%[46.1 µM]	.	.	.	-11%[46.1 µM]	.	.	8%	.	?	?
CC(=O)NCc1ccc(S(=O)(=O)NC(C(=O)O)C(C)C)cc1 (configuration not stated)	-3%	1%	-2%	0%	-8%	-3%	3%	1%	-2%	-2%	9%

This part in full, repeating the preview:
SMILES	Rab9 prom act	p53 reactivation	FLuc modulator	ELG1 genotoxic	NPC1 prom act	uPA surface inh	BRCA1 expr act	CXXC DNA block	MBNL1-CUG inh	VP16 counter	RORg inh
COCCn1nnnc1CN1CCC(Cc2ccccc2)CC1	-1%	4%	11%	0%	-4%	6%	-14%	0%	-3%	-1%	13%
Cn1ccc2cc(-c3csc(N4CCC(C(N)=O)CC4)n3)ccc21	1.3µM*	0%	12µM*	3%	2.8µM*	0%	0%	.	.	.	.
Cc1ccc(C(=O)C(OC(=O)COc2ccccc2C)c2ccccc2)cc1 (configuration not stated)	-3%	-4%	0%	-2%	-4%	1%	19%	-5%	-7%	5%	8%
C[C@H](NC(=O)/C(C#N)=C/c1ccc(O)c(O)c1)c1ccccc1	-29%[46.1 µM]	.	.	.	-11%[46.1 µM]	.	.	8%	.	?	?
CC(=O)NCc1ccc(S(=O)(=O)NC(C(=O)O)C(C)C)cc1 (configuration not stated)	-3%	1%	-2%	0%	-8%	-3%	3%	1%	-2%	-2%	9%
O=C(O)/C=C/C(=O)NC1CCCCCCCCCCC1	3%	0%	-2%	-7%	-4%	-3%	-29%	-1%	.	2%	6%
O=C(CSc1nnc(-c2ccco2)n1CC1CCCO1)c1ccc(F)cc1 (configuration not stated)	-2%	0%	-14%	2%	14%	-1%	36%	3%	7%	20%	16%
CC1Cc2ccccc2N1C(=O)CN1C(=O)NC(C)(CCc2ccccc2)C1=O (configuration not stated)	5%	-7%	1%	0%	-2%	-3%	-27%	1%	-4%	-15%	-8%
CC1CCC2C(C1)c1sc(=O)[nH]c1SC2(C)C (configuration not stated)	-4%	5%	1%	7%	-5%	.	-49%	-1%	2%	-29%	?
O=C(NC[C@@H]1CCCO1)c1cccc2c1C(=O)c1ccc(Cl)cc1S2(=O)=O	-1%	-14%	-2%	10%	-1%	-6%	-2%	.	.	.	.
CC1CCCC(NC(=S)Nc2ccc(SC(F)F)cc2)C1C (configuration not stated)	18%	4%	?	-5%	0%	-2%	-68%	-1%	1%	5µM*	0.5µM*
Nc1cc(Cl)ccc1N1CCCC1	1%	-2%	-3%	-8%	-3%	.	1%	11%	-2%	6%	-6%
COc1ccc(-c2c[n+]3c(n2-c2ccccc2)SCC3)cc1	-35%[inhibitor]	-1%	-1%	-7%	-38%[inhibitor]	-5%	-39%	-15%	0%	-16%	21%
COc1cccc(NC(=O)COC(=O)c2ccccc2C(=O)N2CCN(c3ccccc3)CC2)c1	-18%	-3%	-10%	-6%	-17%	-2%	-26%	-9%	4%	4%	29%
CCOC(=O)C1=C(O)C(=O)N(CCCn2ccnc2)C1c1ccc(C)cc1 (configuration not stated)	-9%	1%	4%	-3%	1%	6%	-2%	46%	-5%	-10%	10%
Fc1ccccc1-c1nnc2ccc3ccccc3n12	-1%	.	-15%	-2%	5%	-6%	-26%	-4%	-2%	15%	-25%
Cc1ccc(C(=O)NCCc2nnc3ccc(N4CCCC4)nn23)cc1	1%	2%	-9%	10%	-2%	-8%	-6%	3%	-7%	-7%	10%
CCCn1c(SCC(=O)c2cc(C)c(C)cc2C)n[nH]c1=O	-4%	-4%	-1%	-9%	-6%	1%	-16%	-3%	-1%	11%	-2%
COc1ccccc1NC(=O)c1ccc(NC(=O)Cc2n[nH]c(=O)c3ccccc23)cc1	-2%	-3%	1%	?	-7%	8%	7%	12%	20%	-15%	-15%
CN(C)c1ccc(NC(=S)c2ccc3ccccc3n2)cc1	24%	23%	17µM*	?	?	5%	-5%	24%	9%	?	6.3µM*
CCOC(=O)[C@@H](C)N(Cc1ccc(OC)cc1)S(=O)(=O)N(Cc1ccccc1)[C@H](C(=O)OC)C(C)C	1%	-5%	-1%	-1%	-6%	-18%	-38%	.	.	.	.
COC(=O)c1sc(N)c(C(=O)OC)c1COC(=O)CCNS(=O)(=O)c1ccc(C)cc1	-1%	1%	-1%	-6%	-1%	1%	-42%	4%	-2%	-5%	18%
CCOC(=O)c1[nH]c(C)c(C(=O)OCc2ccccc2F)c1C	-25%	-6%	2%	-9%	-31%[inhibitor]	?	-80%	38%[activator]	-12%	-9%	-12%
COCCN(C(=O)C1CC(=O)N(Cc2ccc(C)cc2)C1)c1c(N)n(CC(C)C)c(=O)[nH]c1=O (configuration not stated)	2%	23%	.	12%	0%	-58%	-30%	.	.	.	.
C#CCN(CC=C)C(=O)c1cccc(OC2CCN(S(C)(=O)=O)CC2)c1	-2%	-3%	-2%	3%	5%	5%	18%	-5%	-1%	0%	29%
CC(=O)NC(C)C(=O)OCC(=O)c1ccc(-c2ccccc2)cc1 (configuration not stated)	-4%	3%	13µM*	11%	-3%	5%	1%	6%	-2%	10%	25%
CCN(CC)CCn1c2c(c(SCC(=O)Nc3ccc4c(c3)OCCO4)nc1=O)CCC2	2%	-5%	4%	-2%	-4%	7%	-51%	.	.	.	.
CC1c2[nH]c3ccccc3c2C[C@H]2C(=O)N(CCCO)CC(=O)N12 (some centres not stated)	0%[1.84 µM]	11%	1%	0%	-2%	-2%	-6%	-26%	2%	-13%	0%
O=C(COc1ccc(C(=O)NCCc2ccccc2)cc1)Nc1ccccc1	-2%	9%	2%	10%	0%	0%	13%	18%	2%	-13%	8%
COc1ccc(S(=O)(=O)N2CCN(C(=O)/C=C/c3ccco3)CC2)cc1	-4%	5%	6%	-2%	-1%	-6%	-1%	.	.	.	.
CCOc1ccc2oc(C(=O)OCC(=O)NC3CCCCC3)c(C)c2c1	0%	23%	2%	3%	1%	1%	21%	.	.	.	.
NS(=O)(=O)c1ccc(NC(=O)c2ccc3c(c2)CCN3S(=O)(=O)c2ccccc2)cc1	-6%	-10%	0%&-5%	-8%	-2%	-9%	-34%	?	1%	-16%	?
CN1CCN(C(=O)/C=C/c2cccc(Cl)c2)CC1	3%	1%	-4%	7%	3%	-4%	50%	-8%	18%	-4%	-10%
Cc1ccc(S(=O)(=O)N2CCCCC2)cc1NC(=O)c1ccc(Br)o1	-10%	-19%	2%	-1%	-4%	9%	-30%	.	.	.	.
COc1cc(C(=O)NCc2nnc(SCC(=O)N3CCCC3)o2)cc(OC)c1OC	3%	2%	1%	-6%	1%	2%	1%	8%	-2%	8%	-20%
